TR SRC2 fluor cs – Total Fluorescence Counterscreen for Inhibitors of the Interaction of Thyroid Hormone Receptor and Steroid Receptor Coregulator 2; TRb/SRC2 Texas Red total fluorescence interference; Potency, µM (doses to about 106 µM), for the others: top-dose fluorescence change, negative = quenching; 280,000 compounds, 0.29% hits; active = well fitted curve in either direction with a large enough effect
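Human TRβ ligand-binding domain (0.6 uM) and Texas Red SRC2 peptide (20 nM) in Tris buffer with 1 uM T3 and 5% DMSO were incubated with pinned compound for 5 hr at ambient temperature. Total fluorescence was computed as S + 2P (555/632 nm).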
TRb SRC2 PPI – qHTS for Inhibitors of the Interaction of Thyroid Hormone Receptor and Steroid Receptor Coregulator 2; Thyroid hormone receptor beta (Homo sapiens), P10828; TRbeta-SRC2 peptide binding, fluorescence polarization; receptor liganded with 1 µM T3; Potency, µM (top dose mostly 106 µM), for the others: at the top dose activity change, negative = inhibition, hits mostly inhibitors; 280,000 compounds, 0.065% hits; AID 1469, 2008; active = well fitted inhibition curve with a large enough effect;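 also: plate controls were bound peptide for no effect and peptide without receptor for full effect; nearly all actives have a fitted effect of over 50% in size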
Target sequence (P10828 whole entry, looked up): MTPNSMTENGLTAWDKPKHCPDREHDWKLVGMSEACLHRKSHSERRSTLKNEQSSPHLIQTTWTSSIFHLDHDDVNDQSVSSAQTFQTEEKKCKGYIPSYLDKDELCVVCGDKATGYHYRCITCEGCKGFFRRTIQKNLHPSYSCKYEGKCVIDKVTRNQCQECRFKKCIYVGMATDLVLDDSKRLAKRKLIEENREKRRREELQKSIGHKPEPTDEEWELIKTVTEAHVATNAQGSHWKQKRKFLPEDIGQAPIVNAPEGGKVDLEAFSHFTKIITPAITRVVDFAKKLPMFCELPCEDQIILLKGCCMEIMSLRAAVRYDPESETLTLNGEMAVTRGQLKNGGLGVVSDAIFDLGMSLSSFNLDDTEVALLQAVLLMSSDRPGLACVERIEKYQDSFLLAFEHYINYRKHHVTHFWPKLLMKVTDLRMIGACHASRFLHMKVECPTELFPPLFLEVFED
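Human TRb LBD (0.6 uM) plus Texas Red-labeled SRC2 peptide (20 nM), 1uM T3, 5% DMSO, 5 hr at ambient temperature. Decreased polarization (555/632 nm) flags inhibition; data normalized to free and bound peptide controls.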
* hit, by the source's call; [ ] = dose if it differs, or a comment. Unless noted, % is scaled to controls: 0 for no effect and ±100 for the full control effect; potency is read from the fitted curve at half-maximal effect.

no.	structure	TR SRC2 fluor cs	TRb SRC2 PPI
1	O=C(NC1CC(=O)N(c2ccc(Cl)cc2)C1)C1CCCC1 (centres undefined)	-1%	0%
2	Cc1cc2c(cc1S(=O)(=O)N1CCC(C(N)=O)CC1)OCC(=O)N2	-1%	-10%
3	CC1=C(C(=O)Nc2ccccc2C)C(c2ccc[nH]2)n2ncnc2N1 (centres undefined)	-28%	-6%
4	Cc1nn(-c2ccc(N3CCCCC3)nn2)c(C)c1CCC(=O)NCc1ccc(F)cc1	-2%	5%
5	Cc1ccc(Nc2nc3ccccc3c3nnc(C)n23)cc1Cl	6%	-11%
6	COc1ccc(Cn2ccc3nc(C)c(C(=O)N4CCN(c5ccccc5)CC4)cc3c2=O)cc1	-1%	4%
7	COc1cc(Cl)c(NS(=O)(=O)c2ccc(-c3coc(C)n3)cc2)c(OC)c1	-1%	-2%
8	Oc1c(C(c2ccccc2)N2CCC(O)CC2)sc2nc(-c3ccco3)nn12 (centres undefined)	-1%	-15%
9	Cc1cccc2sc(N3CCN(C(=O)CS(=O)(=O)c4ccc(F)cc4)CC3)nc12	-2%	-6%
10	COc1ccc(C)cc1NC(=O)CSc1nc(=O)n(Cc2ccccn2)c2c1CCC2	-1%	-1%
11	CCOC(=O)N1CCc2c(sc(NCc3sccc3C)c2C(=O)Nc2cc(Cl)ccc2OC)C1	-1%	-5%
12	COc1ccccc1N1CCN(C(=O)c2cc3c(=O)n(Cc4ccco4)ccc3nc2C)CC1	2%	1%
13	CN(C)CCNC(=O)CN1N=C(c2ccccc2)CCC1=O	-1%	0%
14	CCc1c(C)sc2c1CCN(Cc1ccc(F)cc1)C2c1ccccc1 (centres undefined)	1%	-3%
15	COc1ccc(OC)c(CNC(=O)Cc2ccc(NC(=O)N3CCCCc4ccccc43)cc2)c1	1%	-2%
16	Cc1ccc(C)c(NC(=O)NCc2ccc3c(c2)CCN3C(=O)c2ccccc2)c1	-2%	3%
17	COC(=O)CN1C(=O)CSc2ccc(S(=O)(=O)Nc3ccccc3)cc21	-2%	-2%
18	Cc1nc(-c2ccc(S(=O)(=O)NCc3ccc(OC(C)C)cc3)cc2)co1	-6%	-2%
19	Cn1c(C(=O)NCc2ccc(F)cc2)cc2cc(S(=O)(=O)N3CCCCC3)ccc21	1%	-1%
20	Cc1ccc(NC(=O)Cn2c(=O)n(Cc3ccccc3)c(=O)c3c(C)c(C(=O)N(C)C)sc32)c(C)c1	-4%	6%
21	CCOc1ccccc1NC(=O)CN1C(=O)C2(SCC(=O)N2c2cccc(F)c2)c2ccccc21 (centres undefined)	0%	1%
22	Cn1cnc(S(=O)(=O)N2CCCC(C(=O)Nc3ccc(OC(F)(F)F)cc3)C2)c1 (centres undefined)	-2%	6%
23	COc1ccc(S(=O)(=O)Nc2cccc(-c3ccc(N4CCCC4)nn3)c2)cc1F	4%	4%
24	Cc1nc(N2CCCC2)ncc1C(=O)N1CCN(c2ccccc2F)CC1	0%	0%

Pulled by structure from above:
no.	structure	TR SRC2 fluor cs	TRb SRC2 PPI
15	COc1ccc(OC)c(CNC(=O)Cc2ccc(NC(=O)N3CCCCc4ccccc43)cc2)c1	1%	-2%
22	Cn1cnc(S(=O)(=O)N2CCCC(C(=O)Nc3ccc(OC(F)(F)F)cc3)C2)c1 (centres undefined)	-2%	6%
21	CCOc1ccccc1NC(=O)CN1C(=O)C2(SCC(=O)N2c2cccc(F)c2)c2ccccc21 (centres undefined)	0%	1%
23	COc1ccc(S(=O)(=O)Nc2cccc(-c3ccc(N4CCCC4)nn3)c2)cc1F	4%	4%
14	CCc1c(C)sc2c1CCN(Cc1ccc(F)cc1)C2c1ccccc1 (centres undefined)	1%	-3%

More results.
no.	structure	TR SRC2 fluor cs	TRb SRC2 PPI
25	COc1ccccc1CNC(=O)CCC1N=C2c3ccccc3N=C(SCC(=O)Nc3ccc(F)cc3)N2C1=O (centres undefined)	7%	3%
26	O=S1(=O)c2ccccc2N(Cc2cccc(F)c2)c2ccccc21	-9%	-1%
27	COc1cc(NC(=O)N2CCN(c3cc(-c4noc(C)n4)ccc3C)CC2)cc(OC)c1OC	-2%	-1%
28	COc1ccc(N2CCN(C(=O)CSc3n[nH]c(-c4ccccc4)n3)CC2)cc1	-2%	-8%
29	Cc1ccc(C2c3[nH]c4ccccc4c3CCN2C(=O)CCc2ccccc2)cc1 (centres undefined)	-2%	0%
30	Cc1cc(-n2ccnc(NCCc3ccc(S(N)(=O)=O)cc3)c2=O)ccc1Br	0%	-9%
31	COCCn1ccc2c(OCC(=O)Nc3c(C)cc(C)cc3C)cccc2c1=O	-2%	1%
32	COc1ccc(CCNC(=O)C2CCN(S(=O)(=O)c3c(C)noc3/C=C/c3ccc(C)cc3)CC2)cc1OC	-2%	-6%
33	CCc1cccc(NC(=O)Cn2ccn3nc(-c4ccc(OC)c(OC)c4)cc3c2=O)c1	-1%	-3%
34	COc1ccc(-n2ncc3c(NC4CCCC4)ncnc32)cc1	-1%	8%
35	CCCCOc1ccc(S(=O)(=O)Nc2ccc(-c3ccc(N4CCCCCC4)nn3)cc2)cc1	1%	0%
36	COc1ccc(-c2nn(C)c3sc(C(=O)Nc4cccc(F)c4)cc23)cc1OC	-2%	-2%
37	CC(C)CCNc1nc(Nc2ccccc2)c2cnn(C)c2n1	0%	-8%
38	Cc1ccc(-n2ncc3c(Nc4ccccc4C)ncnc32)cc1	0%	-8%
39	CCCC/C=C\CCCCCCCCO	-3%[201 µM]	-2%[201 µM]
40	Cn1c(=O)[nH]c2cc(-c3noc(-c4ccc(Br)cc4)n3)ccc21	-31%	3%
41	COc1ccc(NC(=O)C(=O)NCCc2sc(-c3ccc(Cl)cc3)nc2C)cc1	-2%	3%
42	CC(C)c1ccc(S(=O)(=O)N2CCC(n3c(C(F)(F)F)nc4cccnc43)CC2)cc1	-2%	8%
43	COc1cc(OC)c(NC(=O)c2cc(CN3CCOCC3)on2)cc1Cl	-7%	1%
44	COc1ccc(-n2cc(C(=O)OCc3ccc(Cl)cc3)c3ccccc3c2=O)cc1	1%	-1%
45	CCc1ccc(NC(=O)CSc2nc3c(sc4ccccc43)c(=O)n2CCN(CC)CC)cc1	-3%	-4%
46	CCOC(=O)c1cc2c(=O)n3ccccc3nc2n(C)c1=NC(=O)c1cc2ccccc2o1	-40%	-1%
47	O=C1CS(=O)(=O)C2(C(=O)N(Cc3ccccc3)c3ccccc32)N1c1ccccc1 (centres undefined)	5%	7%
48	Cc1ccc(Nc2ncnc3c2cnn3-c2ccccc2)c(C)c1	-6%	-1%
49	COc1cccc(C(=O)N2CCc3c([nH]c4ccccc34)C2c2ccc(SC)cc2)c1 (centres undefined)	-1%	1%
50	Cc1cccc(C(c2sc3nc(-c4ccco4)nn3c2O)N2CCN(c3ccccc3)CC2)c1 (centres undefined)	1%	-3%
51	Cc1cc(S(=O)(=O)N2CCN(Cc3noc(CCC(=O)N4CCCCC4)n3)CC2)ccc1F	-1%	3%
52	CC(C)c1ccc(NC(=O)CSC2=Nc3ccccc3C3=NC(CC(=O)NC4CCCCC4)C(=O)N23)cc1 (centres undefined)	-26%	4%
53	Cc1cc(C(=O)NCc2ccccc2Cl)c2c(C)nn(-c3cccc(F)c3)c2n1	-1%	6%
54	Cc1ccc(CNS(=O)(=O)c2ccc(F)c(C(=O)Nc3ccc(C)c(F)c3)c2)cc1	-1%	9%
55	CN(C)C(=O)c1ccc(S(=O)(=O)NCc2ccccc2Cl)s1	-1%	6%
56	Cc1ccc(N(C)C(=O)c2cnc(N3CCOCC3)c3ccccc23)cc1C	2%	-4%
57	COc1ccc(CNC(=O)c2cc(-c3ccc(C)c(C)c3)n[nH]2)cc1	0%	-2%
58	Cc1nn(-c2ccc(N3CCCC3)nn2)c(C)c1CCC(=O)Nc1ccccc1	1%	8%
59	CC(Oc1ccccc1)C(=O)Nc1ccc(C(=O)OCc2cc(=O)n3nc(C(C)C)sc3n2)cc1 (centres undefined)	-2%	8%
60	O=S(=O)(Nc1ccc(-c2ccc(N3CCCCCC3)nn2)cc1)c1ccc(C(F)(F)F)cc1	-17%	-3%
61	COc1ccccc1CNC(=O)c1ccc(N2CCCC2)c(NC(=O)NCCC(C)C)c1	-3%	1%
62	CCOc1ccc(CNC(=O)c2ccc3c(c2)nc2n3CCOC2)cc1	-2%	-4%
63	CCCCC(CC)C(=O)OCCOCCOCCOC(=O)C(CC)CCCC (centres undefined)	-3%[201 µM]	1%[201 µM]
64	CCc1ccc(NC(=O)c2cnn(-c3c(C)cccc3C)c2C2CCN(C(=O)OC(C)(C)C)CC2)cc1	2%	2%
65	CCn1ccc2cc(S(=O)(=O)N3CCCN(C(=O)Nc4ccccc4C(F)(F)F)CC3)ccc21	4%	-4%
66	CCOc1cc(CNC(=O)CN2CCSc3ccccc32)cc(OCC)c1OCC	-2%	4%
67	Cc1ccc(Cl)cc1N1CCN(C(=O)Cn2cnc3onc(-c4ccc(F)cc4)c3c2=O)CC1	-4%	-1%
68	CC(C)Oc1ccc(CNC(=O)c2ccc(NC(=O)c3nsc4ccccc34)cc2)cc1	1%	3%
69	Cc1nc(-c2ccc(S(=O)(=O)NCc3ccccc3Cl)cc2)co1	0%	-2%
70	Cc1nnc(N2CCN(C(=O)NCCC(C)C)CC2)c2nn(-c3ccc(Cl)cc3)c(C)c12	3%	-4%
71	Cc1ccc(NC(=O)Cn2cnc3onc(-c4ccc(F)cc4)c3c2=O)c(Cl)c1	-5%	-3%
72	CCc1ccccc1N1C(=O)N(CC(=O)c2ccc(OC)cc2)c2ccccc2S1(=O)=O	-1%	-3%
73	CCOC(=O)c1c(NC(=O)c2ccccc2Cl)sc2c1CCCC2	-4%	7%
74	Cc1cccc(C(=O)N2CCc3cc(CNC(=O)c4ccco4)ccc32)c1	0%	0%
75	COc1ccc(S(=O)(=O)NCCc2sc(-c3ccccc3)nc2C)cc1F	-1%	2%
76	CC(=O)c1cccc(S(=O)(=O)NCCc2csc3nc(-c4ccc(F)cc4)nn23)c1	0%	-9%
77	CC1Cc2cc(S(=O)(=O)CCC(=O)Nc3ccc(F)cc3)ccc2N1C(=O)C1CC1 (centres undefined)	-1%	-1%
78	CCOc1ccc(NC(=O)CCS(=O)(=O)c2cc3c4c(c2)CCN4C(=O)CC3)cc1	0%	6%
79	COCCNC(=O)C1CCN(Cc2cc3ccccc3n2Cc2ccc(C)cc2)CC1	0%	-7%
80	Cc1nn(-c2ccc(N3CCCC3)nn2)c(C)c1CCC(=O)Nc1ccc(F)cc1F	-4%	5%
81	CCOc1ccc(C(=O)OCc2cc(=O)n3cc(C)sc3n2)cc1	-3%	-4%
82	CCOc1ccc(CCNC(=O)c2ccc(C)c(-n3cnc4cccnc43)c2)cc1	1%	8%
83	COc1ccc(-c2cc(C(=O)NCc3ccc(F)cc3)c3c(-c4ccc(F)cc4)[nH]nc3n2)cc1OC	5%	-1%
84	Cc1ccc(-n2ncc(C(=O)NCCCN3CCCCC3)c2C2CCN(C(=O)OC(C)(C)C)CC2)c(C)c1	1%	4%

Further entries follow:
no.	structure	TR SRC2 fluor cs	TRb SRC2 PPI
85	CC(=O)Nc1ccc(NC(=O)CCC(=O)c2ccc(C)cc2)cc1	-5%	3%
86	CC(C)c1cc(-c2nc(-c3ccc(Cl)cc3)no2)n[nH]1	-2%	5%
87	COc1ccc(CCNC(=O)Cn2c(=O)cc(C(F)(F)F)c3c(C)nn(C)c32)cc1OC	-21%	0%
88	CC(=O)c1cc2c(cc1N/C(=N/S(=O)(=O)c1ccc(F)cc1)c1ccccc1)OCO2	-1%	-4%
89	CCOc1ccc(NC(=O)c2ccc(NC(=O)N3CCSc4ncccc43)cc2)cc1	-1%	-7%
90	COc1ccc(NC(=O)C2CCN(S(=O)(=O)c3ccc4c(c3)CCCC(=O)N4)CC2)c(OC)c1	-51%	-3%
91	COc1ccc(OC)c(S(=O)(=O)N2CCC(c3ccncc3)CC2)c1	-2%	2%
92	CCOc1ccc(CNC(=O)c2ccc3oc(=O)n(Cc4ccccc4)c3c2)cc1	-2%	7%
93	Cc1ccc(CSc2nc3ccsc3c(=O)n2CCC(C)C)cc1	-1%	6%
94	CCOC(=O)Cn1c(=O)n(CC2CCCO2)c2nc(-c3ccccc3)nc(C(N)=O)c21 (centres undefined)	-3%	-2%
95	CCOc1ccc(Sc2cc(C(=O)NCc3ccc(F)cc3)c3ccccc3n2)cc1	1%	-3%
96	CCc1c(C)sc2c1CCN(C(=O)Nc1cc(C)cc(C)c1)C2c1ccccc1 (centres undefined)	-3%	0%
97	Cc1cc(SCC(=O)NCc2ccccc2Cl)nc(=O)[nH]1	-1%	-7%
98	Cc1cc(Br)cc(C)c1NC(=O)c1sc2ncn(Cc3cccc(F)c3)c(=O)c2c1C	-4%	-8%
99	COc1cccc(CNC(=O)c2cccc(NC(=O)c3nsc4ccccc34)c2)c1	-1%	2%
100	CSc1nn(CC(=O)Nc2ccccc2F)c(N)c1S(=O)(=O)c1ccccc1	0%	2%
101	CCCCCCCCOC(=O)c1cc(O)c(O)c(O)c1	-3%[201 µM]	5%[201 µM]

Not all compounds are listed; rates above refer to the full screens.
